# From PubChem BioAssay
# ssDAF12 agonist = S. stercoralis DAF-12 activation, primary screen | HEK293 ssDAF-12/GRIP1 lit1-tk-luc reporter, luminescence; % of 3 µM dafachronic acid response | activation, % at 6.8 µM | 370,000 compounds, 1% hits | AID 652126;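 active = activation above the mean over all tested compounds plus 3 SD, cut at about 0.9% in these data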;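 note: 0% = DMSO-only wells and 100% = 3 µM delta7-dafachronic acid wells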
# GC-B act = GC-B (human) receptor activation; P20594; AID 1920062; HEK293-GC-B cells, CNP EC30, cGMP TR-FRET; 0% at EC30 CNP, 100% saturating CNP; activation, % at 10 µM; 370,000 compounds, 0.11% hits;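 active = activation at 10 µM reaching about 35% in either raw or pattern-adjusted values, limit read from the data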
# SMARCA2 act = activators of SMARCA2 function. MG213 cells, MMTV-luciferase reporter, dexamethasone, overnight. activation, % at 9.1 µM. 370,000 compounds, 1% hits. AID 652017; in the data active = activation above about 7.8%;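 note: 0% = vehicle wells and 100% = reference activator wells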
# sPLA2-III inh = Inhibits HGIII-sPLA2 liposome hydrolysis, primary screen; Q9NZ20; QFRET BODIPY PC-A2 liposome hydrolysis, fluorescence; inhibition, % at 12.2 µM; 370,000 compounds, 0.56% hits; AID 743126;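 active = inhibition above mean plus 3 SD of compounds lying within the high and low control bounds, cut at about 19% in these data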;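 note: 0% = median of test compound wells and 100% = no enzyme DMSO wells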
# Target sequence (Q9NZ20 whole entry, looked up): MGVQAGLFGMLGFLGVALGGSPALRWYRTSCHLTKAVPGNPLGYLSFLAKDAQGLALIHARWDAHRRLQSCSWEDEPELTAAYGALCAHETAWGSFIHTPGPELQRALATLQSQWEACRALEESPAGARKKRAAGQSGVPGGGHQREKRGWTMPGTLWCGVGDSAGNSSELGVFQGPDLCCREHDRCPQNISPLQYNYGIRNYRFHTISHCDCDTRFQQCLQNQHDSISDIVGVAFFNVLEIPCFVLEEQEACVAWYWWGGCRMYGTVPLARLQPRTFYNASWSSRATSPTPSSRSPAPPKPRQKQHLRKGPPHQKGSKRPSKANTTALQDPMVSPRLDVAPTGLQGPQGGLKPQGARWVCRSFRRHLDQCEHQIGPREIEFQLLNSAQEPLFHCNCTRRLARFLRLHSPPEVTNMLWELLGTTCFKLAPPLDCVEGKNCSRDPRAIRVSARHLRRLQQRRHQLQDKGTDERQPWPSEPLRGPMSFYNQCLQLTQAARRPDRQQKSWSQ
# DAX1 inh-1 = inhibits human nuclear receptor DAX1; P51843; HEK293 Gal4-DAX1 luciferase reporter, luminescence; inhibition, % at 6.75 µM; 340,000 compounds, 0.99% hits; AID 504766;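 active = inhibition above the mean over all tested compounds plus 3 SD, cut at about 4.2% in these data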;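 note: 0% = DAX1-transfected cells with DMSO and 100% = empty-vector control cells with DMSO; inhibition shows as a rise in luminescence from relieved DAX1 repression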
# hgDAF12 agonist = agonists of H. glycines DAF-12 nuclear receptor; HEK293 GAL4-hgDAF12 UAS-luciferase reporter, agonist luminescence; normalized to butyrate control; activation, % at 6.8 µM; 370,000 compounds, 1.8% hits;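 active = activation above a cutoff set at the mean of all screened compounds plus 3 SD, cut at about 10% in these data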;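 note: 0% = DMSO wells and 100% = sodium butyrate wells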
# FXN GAA850 act = frataxin GAA850 promoter activation | HEK293 lucGAA850 FXN promoter luciferase reporter, 24 h; percent of 10 µM SAHA response | activation, % at 6 µM | 360,000 compounds, 0.56% hits | AID 540364;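 active = activation above the average of all compounds screened plus 3 SD, cutoff fixed separately per campaign, cut at about 7.5% in these data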;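 note: 0% = DMSO wells and 100% = 10 µM SAHA wells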
# ADAM10 inh = inhibits human ADAM10; inhibition, % at 7 µM; 370,000 compounds, 0.62% hits; recombinant ADAM10, EDANS/DABCYL FRET peptide cleavage, 3 h;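 active = inhibition above a per-campaign cutoff equal to the mean of compounds falling between control-based bounds plus 3 SD, cut at about 20% in these data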;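 note: 0% = DMSO wells while the 100% control is not disclosed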
# Target sequence (O14672 214-748 limits assumed): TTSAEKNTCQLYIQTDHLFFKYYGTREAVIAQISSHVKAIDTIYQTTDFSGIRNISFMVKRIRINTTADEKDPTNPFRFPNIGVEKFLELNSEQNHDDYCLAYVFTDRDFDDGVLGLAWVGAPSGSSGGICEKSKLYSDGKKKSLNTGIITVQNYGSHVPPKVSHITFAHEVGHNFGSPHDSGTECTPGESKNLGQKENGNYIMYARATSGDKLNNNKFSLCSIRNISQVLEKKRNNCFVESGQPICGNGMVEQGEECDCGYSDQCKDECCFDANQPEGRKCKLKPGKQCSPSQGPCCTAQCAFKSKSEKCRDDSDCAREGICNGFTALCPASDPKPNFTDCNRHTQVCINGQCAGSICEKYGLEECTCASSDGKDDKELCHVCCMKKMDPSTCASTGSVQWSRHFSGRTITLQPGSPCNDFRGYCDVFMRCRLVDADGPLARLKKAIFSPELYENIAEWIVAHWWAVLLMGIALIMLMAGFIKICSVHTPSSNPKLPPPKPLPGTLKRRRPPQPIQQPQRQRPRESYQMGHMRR
# hcDAF-12 act = activates DAF-12 receptor from parasite H. contortus | 370,000 compounds, 1.4% hits | HEK293 hcDAF-12 lit1-tk-luc reporter, luminescence; 0% DMSO, 100% Δ7-dafachronic acid | activation, % at 6.8 µM | AID 652067;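 active = activation above the mean of all tested compounds plus 3 SD, cut at about 5.5% in these data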;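 note: 100% = response to 3 µM Δ7-dafachronic acid high control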
# DAX1 inh-2 = blocks DAX1 repression of SF-1 activated StAR promoter | HEK293T StAR-luciferase reporter, SF-1/DAX-1 repression relief | inhibition, % at 6.8 µM | 370,000 compounds, 1.1% hits | AID 652010;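 active = inhibition above the mean over all tested compounds plus 3 SD, cut at about 3.6% in these data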;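 note: 0% = DAX-1 cells with DMSO and 100% = cells lacking DAX-1 with DMSO; higher inhibition means more luminescence from relief of DAX-1 repression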
# GC-A act = GC-A (human) enzyme activation | HEK293 GC-A cells, cGMP TR-FRET, EC30 ANP; 0% at EC30 ANP, 100% saturating ANP | activation, % at 10 µM | 370,000 compounds, 0.14% hits; in the data active = activation above about 40%
# The depositor's hits bear a star; . = no result given.
1: COc1cc2c(cc1OC)CN(C(=O)c1cc(S(=O)(=O)N3CCOCC3)ccc1C)CC2
2: COc1cc(NC(=O)Nc2cccc(Cl)c2)c(OC)cc1NC(=O)CN1CCCCC1
3: N#Cc1ccc(OC(=O)Cc2ccsc2)cc1
4: COC(=O)c1sccc1NC(=S)N1CCCC(C)C1 (stereo unspecified)
5: CCOc1ccc(C2c3[nH]c4ccccc4c3CCN2C(=O)Cn2cncn2)cc1 (stereo unspecified)
6: O=C(NC1CC2CCCC(C1)N2C(=O)Nc1ccccc1)C1CC1 (stereo unspecified)
entry no.	1	2	3	4	5	6
ssDAF12 agonist	-0.5	-0.9	-0.7	-0.7	-1.1	-0.5
GC-B act	5	5	-2	-1	4	7
SMARCA2 act	-2	-1	-2	3	5	0
sPLA2-III inh	14	-1	5	9	-9	3
DAX1 inh-1	-1.1	0.6	0.2	-0.7	-0.7	0.4
hgDAF12 agonist	0.4	0.8	2.9	1.7	-1.0	0.1
FXN GAA850 act	-0.6	-0.3	-1.7	-0.6	-2.0	-0.8
ADAM10 inh	-3	3	-1	-1	14	-9
hcDAF-12 act	-1.0	-2.5	2.1	1.3	0.0	-0.3
DAX1 inh-2	0.2	1.3	1.0	-0.2	0.4	0.0
GC-A act	2	-12	2	2	8	4

7: C=C(C)CN1C(=O)C2(OCCO2)c2cc(Br)ccc21
8: Cc1cc(C)n2nc(C(=O)OCC(=O)c3cc(C)n(C)c3C)nc2n1
9: COCCOC(=O)C1=C(C)N=C2SCCC(=O)N2C1c1ccc(OC(=O)c2ccco2)cc1 (stereo unspecified)
10: COC(=O)C1=C(C)NC(C)=C(C(=O)OC)C1C(=O)OCc1nc2cc(C(=O)OC)ccc2c(=O)[nH]1
11: CN(C)CCNC(=O)c1ccc(-c2cnn(C)c2)c2ccoc12
12: O=C(Nc1ccc(F)c(Cl)c1)c1cc(C2CCCN(S(=O)(=O)c3cccs3)C2)on1 (stereo unspecified)
entry no.	7	8	9	10	11	12
ssDAF12 agonist	-1.2	-1.1	-0.5	-0.6	-1.0	-1.3
GC-B act	-2	5	-7	7	-4	-1
SMARCA2 act	2	-3	-4	-1	0	-3
sPLA2-III inh	-8	3	-5	-5	-3	2
DAX1 inh-1	.	-0.4	0.5	-1.5	.	.
hgDAF12 agonist	-1.4	0.5	-2.7	1.1	-0.1	-0.6
FXN GAA850 act	3.1	1.6	0.8	0.8	2.3	-2.2
ADAM10 inh	1	-8	7	-126	-186	4
hcDAF-12 act	-1.4	2.0	0.2	0.6	1.9	-1.6
DAX1 inh-2	-0.2	0.1	0.0	-1.1	0.2	-0.4
GC-A act	-4	-1	0	-2	0	0

13: Cc1cccc(OCc2nnc(-c3ccc(F)cc3)o2)c1
14: CCc1ccccc1N1CCN(S(=O)(=O)c2cc(OC)ccc2OC)CC1
15: CCOc1ccc(C(OC(=O)c2ccco2)C(=O)NCc2ccc(C)cc2)cc1 (stereo unspecified)
16: O=C(Nn1c(O)c(C=C2N=c3ccccc3=N2)sc1=S)c1ccc(Cl)cc1
17: CCOc1cc(/C=C2\N=C(C)OC2=O)cc(Br)c1OCCc1ccccc1
18: CC1=C(C(=O)N(C)CCC#N)C2(CCCCC2)OC1=O
entry no.	13	14	15	16	17	18
ssDAF12 agonist	-1.2	-1.4	-1.7	-0.4	-1.2	-1.6
GC-B act	1	0	2	0	.	-6
SMARCA2 act	3	1	-4	-2	3	0
sPLA2-III inh	1	-16	-9	1	-19	4
DAX1 inh-1	0.4	-0.4	-0.3	0.6	0.6	0.6
hgDAF12 agonist	2.1	-0.1	-0.7	0.0	0.6	-1.0
FXN GAA850 act	1.7	1.1	2.7	0.2	2.5	-0.7
ADAM10 inh	-12	14	-1	-3	1	-8
hcDAF-12 act	1.5	-0.6	-0.4	-0.6	3.8	-1.4
DAX1 inh-2	0.5	-0.1	-0.8	0.3	0.5	-0.6
GC-A act	3	2	0	3	.	0

19: Nc1ncnc2nc(SCCN3CCCCC3)[nH]c12
20: COc1ccc(CN2CN3Cc4cc(F)ccc4C3CS2(=O)=O)cc1 (stereo unspecified)
21: COCC#Cc1cnc2c(c1)C(=O)N([C@H](C)CO)C[C@H](C)[C@@H](CN(C)S(=O)(=O)c1ccccc1)O2
22: O=C(CC1C(=O)NCCN1C(=O)Nc1ccc(Cl)cc1)Nc1ccc(F)cc1 (stereo unspecified)
23: Fc1c(F)c(C(F)(F)F)c(F)c(F)c1N1CCN(c2ccc3nnc(C(F)(F)F)n3n2)CC1
24: O=C(c1cc2n(n1)C(C(F)(F)F)CC(c1ccc(F)cc1)N2)N1CCCC1 (stereo unspecified)
entry no.	19	20	21	22	23	24
ssDAF12 agonist	-1.6	-1.9	-1.1	-1.6	-0.6	-1.0
GC-B act	2	-3	-6	-14	1	6
SMARCA2 act	-3	-3	-1	-1	-3	-1
sPLA2-III inh	6	8	3	2	-3	-3
DAX1 inh-1	1.2	.	0.9	1.1	0.4	1.9
hgDAF12 agonist	-1.3	0.6	-0.7	-3.0	-0.9	-1.2
FXN GAA850 act	-1.5	.	-0.8	3.4	-1.0	-2.6
ADAM10 inh	0	1	-6	-3	-1	3
hcDAF-12 act	0.1	-1.9	-1.3	-0.9	-0.1	-0.1
DAX1 inh-2	1.0	0.0	-0.8	0.3	-0.1	0.2
GC-A act	-1	-3	1	-1	-5	1

25: N=C1C(c2nc3ccccc3s2)=C(O)CN1C1CCC(O)CC1 (stereo unspecified)
26: COC(=O)c1cc(OC)c(OC)c(OC)c1NC(=O)c1ccc(S(=O)(=O)N(C)C)cc1
27: COc1ccc(S(=O)(=O)N(CC(=O)NCC2CCCO2)C2CCCCC2)cc1OC (stereo unspecified)
28: CCn1c(SCC(=O)N2CCOCC2)nc2c(c1=O)SC(C)C2 (stereo unspecified)
29: COc1ccccc1NC(=O)CSc1nnc(-c2ccccn2)o1
30: O=C(CCCN1C(=O)/C(=C\c2cccs2)SC1=S)Nc1ccccc1O
entry no.	25	26	27	28	29	30
ssDAF12 agonist	-0.9	-1.6	-0.4	-1.1	-0.5	-0.8
GC-B act	-8	-1	0	-1	-3	-6
SMARCA2 act	-2	-2	-1	-1	2	3
sPLA2-III inh	1	0	13	7	-3	-17
DAX1 inh-1	.	0.1	1.2	0.3	-0.2	0.0
hgDAF12 agonist	0.1	2.1	1.7	-1.4	4.5	-2.7
FXN GAA850 act	.	0.9	-0.4	1.5	0.1	-1.0
ADAM10 inh	-22	0	2	9	-4	-21
hcDAF-12 act	1.5	-0.2	0.6	-0.5	2.6	0.9
DAX1 inh-2	0.9	-0.6	0.5	0.2	0.4	0.1
GC-A act	36	-1	1	0	2	-5

# Given with tabs: entries from further up
no.	smiles	ssDAF12 agonist	GC-B act	SMARCA2 act	sPLA2-III inh	DAX1 inh-1	hgDAF12 agonist	FXN GAA850 act	ADAM10 inh	hcDAF-12 act	DAX1 inh-2	GC-A act
25	N=C1C(c2nc3ccccc3s2)=C(O)CN1C1CCC(O)CC1 (stereo unspecified)	-0.9	-8	-2	1	.	0.1	.	-22	1.5	0.9	36
26	COC(=O)c1cc(OC)c(OC)c(OC)c1NC(=O)c1ccc(S(=O)(=O)N(C)C)cc1	-1.6	-1	-2	0	0.1	2.1	0.9	0	-0.2	-0.6	-1
27	COc1ccc(S(=O)(=O)N(CC(=O)NCC2CCCO2)C2CCCCC2)cc1OC (stereo unspecified)	-0.4	0	-1	13	1.2	1.7	-0.4	2	0.6	0.5	1

# Laid out differently: two of the compounds above
[29] COc1ccccc1NC(=O)CSc1nnc(-c2ccccn2)o1
  ssDAF12 agonist: -0.5; GC-B act: -3; SMARCA2 act: 2; sPLA2-III inh: -3; DAX1 inh-1: -0.2; hgDAF12 agonist: 4.5; FXN GAA850 act: 0.1; ADAM10 inh: -4; hcDAF-12 act: 2.6; DAX1 inh-2: 0.4; GC-A act: 2

[30] O=C(CCCN1C(=O)/C(=C\c2cccs2)SC1=S)Nc1ccccc1O
  ssDAF12 agonist: -0.8; GC-B act: -6; SMARCA2 act: 3; sPLA2-III inh: -17; DAX1 inh-1: 0.0; hgDAF12 agonist: -2.7; FXN GAA850 act: -1.0; ADAM10 inh: -21; hcDAF-12 act: 0.9; DAX1 inh-2: 0.1; GC-A act: -5

# Further compounds follow:
31: O=C(CCCc1nc(-c2ccc(Cl)cc2)no1)N1CCOCC1
32: COc1cc(/C=C/C(=O)O)cc(OC)c1O
33: O=c1nccc(N/N=C/c2ccccc2O)[nH]1
34: CN(C)CCN(C(=O)c1ccc(S(=O)(=O)N(C)c2ccccc2)cc1)c1nc2cc3c(cc2s1)OCO3
35: C=CCOc1ccc(C2C(C(=O)c3ccco3)=C(O)C(=O)N2CCCN(CC)CC)cc1 (stereo unspecified)
36: O=C(NN=Cc1ccccc1C(=O)O)c1cccc(S(=O)(=O)Nc2cccc(C(F)(F)F)c2)c1
entry no.	31	32	33	34	35	36
ssDAF12 agonist	-1.0	-0.9	-0.4	-0.4	-0.1	-0.7
GC-B act	-5	0	-4	-4	2	2
SMARCA2 act	-2	-3	5	-1	1	2
sPLA2-III inh	0	3	-1	1	-1	-7
DAX1 inh-1	-3.6	-0.3	-3.9	0.3	0.8	-0.2
hgDAF12 agonist	-2.0	3.3	6.8	3.2	0.6	2.1
FXN GAA850 act	-2.0	-0.3	-3.1	1.1	-1.7	0.9
ADAM10 inh	3	-25	-2	-3	-23	-7
hcDAF-12 act	-2.6	2.2	4.6	1.0	-1.4	-0.9
DAX1 inh-2	-1.3	-0.3	-0.1	0.8	0.6	0.3
GC-A act	6	0	-8	-3	1	-1

37: CCOc1ccc(NC(=O)c2ccc3c(c2)N(Cc2ccc(F)cc2)C(=O)CS3=O)cc1 (stereo unspecified)
38: COc1cccc(NC(=O)c2ccc3c(c2)N(C)CCS3)c1
39: COc1ccccc1N1C(=O)[C@@H]2C(C(=O)CN3C(=O)c4ccccc4C3=O)=NN[C@@H]2C1=O
40: CCCCn1c(SCC(=O)NC2CCCC2)nnc1-c1ccco1
41: CCOC(=O)CCCCCC(=O)Nc1ccc2c(c1)C(=O)N([C@@H](C)CO)C[C@H](C)[C@H](CN(C)S(=O)(=O)c1ccc(OC)cc1)OCCCC[C@H](C)O2
42: CCCC(=O)Nc1ccccc1NC(=O)c1ccc(OC(C)=O)cc1
entry no.	37	38	39	40	41	42
ssDAF12 agonist	-0.8	0.6	0.3	-1.4	-1.0	-1.4
GC-B act	-2	1	-3	-2	5	4
SMARCA2 act	-2	4	-1	-2	-1	-1
sPLA2-III inh	-20	4	1	4	-19	-2
DAX1 inh-1	-0.4	0.8	.	-0.8	1.1	1.3
hgDAF12 agonist	-3.3	16*	-2.0	-0.6	1.8	1.6
FXN GAA850 act	-0.7	3.1	-1.6	1.8	-0.4	1.6
ADAM10 inh	2	-224	-3	3	-4	5
hcDAF-12 act	-3.1	6.2*	-0.7	-2.6	0.5	-1.1
DAX1 inh-2	-0.9	8.7*	-0.1	-0.5	0.8	-0.4
GC-A act	5	3	3	2	5	0
